# Source: PubChem BioAssay (National Center for Advancing Translational Sciences (NCATS))
# WRN inhibitor: qHTS for Inhibitors of WRN Helicase; Bifunctional 3'-5' exonuclease/ATP-dependent helicase WRN (Homo sapiens), Q14191; WRN helicase unwinding, fluorescent forked duplex, kinetic; Potency, µM (top dose mostly 114 µM), inactives show at the top dose activity change, negative = inhibition, usual class: inhibitors; actives 0.46% (n = 360,000); AID 651768, 2012; note: potency is the fitted concentration of half-maximal effect; % is set by controls: 0 for no effect and ±100 for the full control effect; nearly all actives have a fitted effect of over 55% in size
#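 Kinetic fluorescence helicase assay: unwinding of a quenched forked DNA duplex (100 nM final) with 2 mM ATP final raises red fluorescence (525/598 nm). Compounds sat 15 min at room temperature with 20 nM WRN beforehand.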
# PI5P4K alpha inh: qHTS for Inhibitors of phosphatidylinositol 5-phosphate 4-kinase (PI5P4K). actives 1.2% (n = 330,000). max response, %. PI5P4Kalpha enzyme, ADP-Glo luminescence, 60 min; active compounds read low. Phosphatidylinositol 5-phosphate 4-kinase type-2 alpha (Homo sapiens), P48426; active = max response of -50% or lower; inconclusive = between -30% and -50%; inactive = -30% or higher; note: value at the top dose of about 77 µM; % is set by controls: 0 for no effect and ±100 for the full control effect
#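 Single end-point luminescence (ADP-Glo) quantified ADP from PI5P4Kalpha turnover; ATP 5 microM final, 1 h at RT, 0.1% CHAPS and 0.28 mM EGTA in HEPES pH 7.4.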
# GLP1R cytotox: qHTS of GLP-1 Receptor Inverse Agonists: Cytotox Screen; HEK293 cAMP-luciferase reporter cells, luminescence, 24 h; Potency, µM (series often up to 38.3 µM), inactives show at the top dose activity change, negative = inhibition, hits mostly inhibitors; actives 0.13% (n = 410,000);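 note: loss of luciferase light is scored as toxicity; potency is the fitted concentration of half-maximal effect; % is set by controls: 0 for no effect and ±100 for the full control effect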
#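 A 23 nL compound transfer followed 12 hours of cell culture at 37 deg C; exposure then lasted 24 hr. Luciferase assay detection reagent was dispensed and plates read for luminescence after a 12 min room-temperature wait.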
# PLK1 PBD block: qHTS for Inhibitors of PLK1-PDB (polo-like kinase 1 - polo-box domain): Primary Screen. actives 2.8% (n = 360,000). Plk1 PBD binding of FITC phosphopeptide, fluorescence polarization. AID 720504, 2013. Potency, µM, without a hit: max response, negative = inhibition, actives largely listed as inhibitors; note: potency is the fitted concentration of half-maximal effect; series mostly up to about 57 µM; % is set by controls: 0 for no effect and ±100 for the full control effect; nearly all actives have a fitted effect of over 65% in size
# Target sequence (P53350 whole entry, looked up, the tested form may be a part): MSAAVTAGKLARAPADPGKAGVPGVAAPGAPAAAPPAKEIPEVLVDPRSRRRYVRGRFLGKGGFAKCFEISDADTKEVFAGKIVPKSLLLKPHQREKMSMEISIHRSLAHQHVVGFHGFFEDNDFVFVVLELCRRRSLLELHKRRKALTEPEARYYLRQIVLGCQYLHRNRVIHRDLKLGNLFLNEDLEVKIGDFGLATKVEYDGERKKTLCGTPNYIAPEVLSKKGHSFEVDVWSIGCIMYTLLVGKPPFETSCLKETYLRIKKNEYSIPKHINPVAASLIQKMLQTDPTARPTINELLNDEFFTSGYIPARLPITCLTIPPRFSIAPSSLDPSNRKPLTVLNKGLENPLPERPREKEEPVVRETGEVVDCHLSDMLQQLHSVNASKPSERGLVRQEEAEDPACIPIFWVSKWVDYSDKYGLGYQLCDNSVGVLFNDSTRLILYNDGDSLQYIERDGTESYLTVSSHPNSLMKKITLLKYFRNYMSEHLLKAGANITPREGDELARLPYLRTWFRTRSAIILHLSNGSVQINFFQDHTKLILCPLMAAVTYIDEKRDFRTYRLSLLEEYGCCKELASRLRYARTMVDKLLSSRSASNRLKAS
# GLP1R inv ag: qHTS of GLP-1 Receptor Inverse Agonists (Inhibition Mode); actives 1.6% (n = 410,000); Potency, µM (series often up to 38.3 µM), for the others: top-dose activity change, negative = inhibition, most hits filed as inhibitors; Glucagon-like peptide 1 receptor (Homo sapiens), P43220; HEK293 GLP-1R CRE-luciferase, luminescence, 24 h; GLP-1R form is constitutively active; note: potency is the fitted concentration of half-maximal effect; % is set by controls: 0 for no effect and ±100 for the full control effect; nearly all actives have a fitted effect of over 55% in size
#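 Inverse agonists were sought by their lowering of basal cAMP reporter luciferase output in HEK293 cells stably carrying constitutively active human GLP-1R, after 24 h compound treatment.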
# IL-2 act: qHTS of IL-2 Activators. IL-2 activation reporter assay, cell-based qHTS; stimulated with anti-CD3/CD4/CD28 beads; in transgenic mouse T cells. activation, % (series mostly up to about 46 µM). actives 0.065% (n = 360,000); in the data active = activation above about 50%; inconclusive = mostly about 30% to 49%; note: 0% is about no effect
#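 Readout: EGFP and DsRed signals by fluorescent plate cytometry. Unstimulated transgenic mouse T cells received compound 60 min before antibody-bead stimulation, then incubated 18 h at 37 degrees C.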
# D3 ag: qHTS of D3 Dopamine Receptor Agonist: qHTS; D3R DiscoveRx beta-arrestin cells, luminescence, 90 min; max activation, %; actives 0.58% (n = 410,000); in the data active = max activation above about 30%; note: 0% is about no effect; mostly tested at two doses, the higher about 12 µM
# Target sequence (P35462 whole entry, looked up): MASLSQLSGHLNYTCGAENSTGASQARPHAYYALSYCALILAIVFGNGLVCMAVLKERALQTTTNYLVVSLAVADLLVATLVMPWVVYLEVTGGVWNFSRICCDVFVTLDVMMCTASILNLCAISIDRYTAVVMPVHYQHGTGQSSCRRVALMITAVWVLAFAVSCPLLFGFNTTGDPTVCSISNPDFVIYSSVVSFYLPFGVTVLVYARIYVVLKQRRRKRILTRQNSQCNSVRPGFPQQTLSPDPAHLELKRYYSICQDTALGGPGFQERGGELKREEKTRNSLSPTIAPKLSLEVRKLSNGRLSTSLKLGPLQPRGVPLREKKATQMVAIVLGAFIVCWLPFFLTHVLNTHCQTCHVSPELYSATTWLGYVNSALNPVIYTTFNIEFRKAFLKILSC
#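 Agonist mode: compounds and dopamine controls were applied to plated cells for 90 min at 37 degrees C after an overnight attachment at 1500 cells/well. Luminescent read-out followed 30 - 60 minutes at room temperature with DiscoveRx detection reagent.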
# D3 antag: qHTS of D3 Dopamine Receptor Antagonist: qHTS; max response, negative = inhibition, %; D3R cells, DiscoveRx beta-arrestin luminescence, antagonist mode; active compounds read low; actives 2.5% (n = 360,000); in the data active = max response below about -50%; inconclusive = no clear call, values can overlap the other calls; note: % is set by controls: 0 for no effect and ±100 for the full control effect; mostly tested at two doses, the higher about 12 µM
#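 Cells expressing the human receptor were seeded at 1500 cells/well, incubated overnight at 37 degrees C in 5% CO2, then exposed to library compounds with dopamine controls for 90 minutes at 37 degrees C before luminescent detection.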
# GLP1R ag: qHTS of GLP-1 Receptor Agonists | AID 624172, 2012 | Glucagon-like peptide 1 receptor (Homo sapiens), P43220 | HEK293 GLP-1R CRE-luciferase, luminescence, 4-6 h; cells express a hypersensitive GLP-1R form | Potency, µM (top dose mostly 45.6 µM), for the others: top-dose activation, usual class: activators | actives 0.007% (n = 380,000); note: potency is the fitted concentration of half-maximal effect; % of control where 0% means no effect
# * = called active by the depositor; u = inconclusive; x = no result given; & = joins results of further samples; ! = repeats disagree; [ ] = dose if it differs, or a comment. Unless noted, calls come from the whole dose curve; as a rule, active = well fitted curve in the direction sought with a large enough effect; inconclusive = small, poorly fitted or top-dose-only effect, or another doubt; inactive = no such curve, though single readings can be large; an effect the other way counts as inactive or inconclusive.
SMILES,WRN inhibitor,PI5P4K alpha inh,GLP1R cytotox,PLK1 PBD block,GLP1R inv ag,IL-2 act,D3 ag,D3 antag,GLP1R ag
O=C(C1=C(O)C(=O)N(c2ncccn2)C1c1ccc(Cl)c(Cl)c1)c1ccco1 (configuration not stated),u,x,11%,-24%,-6%,-0.5,-12,-20,2%
Cc1ccc(C)c(NC(=O)C(OC(=O)c2ccc(CO)cc2)c2ccccc2)c1 (configuration not stated),-34%,1,2%,-16%,u,0.0,-13,14,-4%
CC(C)c1ccc(N(CC(=O)NCCc2ccccc2)C(=O)c2csnn2)cc1,-2%,-3,-14%,-5%,u,0.0,-8,5,7%
COc1ccc(-c2nnn(CC(=O)NC3CCCc4ccccc43)n2)cc1OC (configuration not stated),2%,0,-1%,-5%,17%,-2.9,0,3,5%
Nc1cc(OC(=O)c2cccs2)nn1S(=O)(=O)c1ccc(F)cc1,-14%,-17,-27%,-29%,-16%,0.6,2,-16,-4%
COc1ccc(-n2nnnc2SCC(=O)NCCc2ccccc2)cc1OC,4%,4,-10%,-5%,17%,0.0,-2,0,5%
Cc1nc2ccc(C(=O)O)cc2c2c1CC(C)S2 (configuration not stated),32µM*,-7,-4%,u,-13%,0.5,-3,u,2%
CCN1CCc2nc(N)oc2CC1,9%,-8,-4%,-12%,2%,0.6,41*!,-16,-5%&-1%
C#CCOCCOCCOCCNc1nc(N2CCN(C(=O)CCCCCCCCCCNC(=O)[C@@H](CCSC)n3cc(CCO)nn3)CC2)nc(N2CCN(C(=O)CCCCCCCCCCNC(=O)[C@@H]([C@H](C)O)n3cc(C)nn3)CC2)n1,-5%,14,2%,-15%,0%,-1.3,-9,-3,-1%
CCOc1ccc(NC(=O)CCc2c(C)nn(-c3ccc(N4CCCCC4)nn3)c2C)cc1,-7%,-1,-14%,-18%,u,-3.0,-4,23,7%
Cc1ccc(NC(=O)CSc2nc3ccccc3c3nc4ccccc4n23)cc1,-10%,x,-32%,-11%,-40%,-1.3,-11,-6,-2%
Cc1[nH]n(-c2ccc([N+](=O)[O-])cc2)c(=O)c1C=NCCN1CCN(C(=O)c2ccc(Br)cc2)CC1,-5%,2,-4%,-4%,1%,-0.6,-7,-65*,1%
COc1cc(/C=N/NC(=O)CNC(=O)c2ccccc2)ccc1OC(=O)c1cccs1,1%,9,-2%,-9%,16%,1.5,1,7,0%
CC(C)[C@H](NC(=O)N1c2ccccc2NC(=O)[C@@H]1C(C)C)C(=O)N[C@@H](Cc1c[nH]c2ccccc12)C(=O)O,-1%,0,0%,8%,1%,-0.5,0,10,-1%
NC(CCc1ccccc1)c1csc(Nc2ccc(C(=O)NCCCO)cn2)n1 (configuration not stated),1%,-7,-3%,0%,u,0.0,6,17,-2%
Brc1ccc(CSc2nnc3ccccn23)cc1,-7%,7,4%,-15%,2%,-0.5,6,-4,2%
O=C(OCc1ccccc1)c1cc(S(=O)(=O)N2CCCCC2)ccc1N1CCOCC1,-4%,9,0%,3%,u,-5.5,4,21,-5%
COc1ccccc1OCCC(=O)OCC(=O)NCc1ccccc1,-2%,-3,-2%,-7%,-14%,-4.0,-16,0,0%
CCOC(=O)N1CCN(CC(O)COc2ccc(C)cc2C(C)(C)C)CC1 (configuration not stated),-4%,17,u,6%,u,-0.7,-7,15,-6%
CN(c1ccccc1)S(=O)(=O)c1ccc(Cl)c(C(=O)Nc2nn[nH]n2)c1,1%,-4,0%,-9%,6%,0.0,2,-4,-2%
CCCCCC(=O)N[C@@H](c1ccccc1)[C@@H](O)C(=O)O[C@H]1C[C@@]2(O)[C@@H](OC(=O)c3ccccc3)C3[C@](C)(C(=O)[C@H](OC(C)=O)C(=C1C)C2(C)C)[C@@H](O)C[C@H]1OC[C@@]31OC(C)=O (some centres not stated),-2%,1,-38%,3%,-77%,0.7,-22,2,0%
Cc1onc(-c2ccccc2Cl)c1C(=O)OCC(=O)N1CCCc2ccccc21,-5%,0,-23%,-4%,10µM*,1.9,15,9,5%
Cc1ccc(CCNC(=O)C2CCCN(S(=O)(=O)c3ccc4c(c3)oc(=O)n4C)C2)cc1 (configuration not stated),x,x,4%,x,2%,x,2,x,0%
CC(=O)N1c2ccccc2Sc2ccccc21,6%,0,8%,-6%,15%,-0.5,-2,0,-1%
CC1Cc2ccccc2N1C(=O)c1ccnc(C(C)(C)C)c1 (configuration not stated),0%,x,-15%,1%,0%,-2.4,-2,10,6%
CCCCNC(=O)Cn1c(=O)c2c(ncn2CCC(C)C)n(Cc2ccccc2)c1=O,6%,0,-9%,2%,-14%,-0.2,10,-1,13%
COc1ccc(CCNC(=O)COC(=O)c2cc(OC)c(OC)cc2OC)cc1OC,-26%[57.1 µM],-2,-6%,-5%,1%,-2.5,2,6,5%
OC(COc1ccc(Br)cc1)Cn1ccnc1 (configuration not stated),-4%,-2,14%,-7%,-22%,-0.3,10,2,1%
CCOc1ccc(NC(=O)CCC(=O)Nc2nnc(CC)s2)cc1,-2%,2,-4%,-10%,7%,1.3,2,7,-1%
CCOC(=O)C1=CN(Cc2ccco2)S(=O)(=O)N(C)C1c1ccccc1 (configuration not stated),-6%,-4,-3%,-9%,-5%,-0.6,2,17,14%
C=CCN(c1ccccc1)S(=O)(=O)c1cccc(C(=O)NC2CCC(O)CC2)c1 (configuration not stated),-3%,-5,-15%,-7%,u,0.5,-4,u,8%
O=C(CCNS(=O)(=O)c1ccccc1C(F)(F)F)N1CCN(c2ccccc2O)CC1,-6%,1,10%,1%,u,-0.5,4,22,-15%
Cc1occc1-c1nnc(SCC(=O)Nc2nccs2)n1Cc1ccco1,0%,1,-15%,-7%,-13%,-0.7,-4,-17,2%
CC(Sc1nc2ccccc2c(=O)n1CC1CCCO1)C(=O)NC(C)c1ccccc1 (configuration not stated),-1%,2,6%,5%,-8%,-0.8,4,-3,-6%
CN1CCN(NC(=O)c2cccc(S(=O)(=O)N3CCCCCC3)c2)CC1,-4%,0,9%,-1%,15%,0.2,3,-13,-2%
Cc1ccc(S(=O)(=O)Cc2ccc(C(=O)NCCCN3CCCC3=O)o2)cc1,0%,0,0%,-10%,-1%,-0.2,2,-30,0%

# Part of the list above, reduced to D3 ag and D3 antag:
Compound	D3 ag	D3 antag
OC(COc1ccc(Br)cc1)Cn1ccnc1 (configuration not stated)	10	2
CCCCNC(=O)Cn1c(=O)c2c(ncn2CCC(C)C)n(Cc2ccccc2)c1=O	10	-1
O=C(OCc1ccccc1)c1cc(S(=O)(=O)N2CCCCC2)ccc1N1CCOCC1	4	21

# Record cards (already shown).
# COc1ccccc1OCCC(=O)OCC(=O)NCc1ccccc1 reads WRN inhibitor = -2%; PI5P4K alpha inh = -3; GLP1R cytotox = -2%; PLK1 PBD block = -7%; GLP1R inv ag = -14%; IL-2 act = -4.0; D3 ag = -16; D3 antag = 0; GLP1R ag = 0%
# CCCCNC(=O)Cn1c(=O)c2c(ncn2CCC(C)C)n(Cc2ccccc2)c1=O reads WRN inhibitor = 6%; PI5P4K alpha inh = 0; GLP1R cytotox = -9%; PLK1 PBD block = 2%; GLP1R inv ag = -14%; IL-2 act = -0.2; D3 ag = 10; D3 antag = -1; GLP1R ag = 13%

# Random excerpt: 5 compounds from above.
SMILES,WRN inhibitor,PI5P4K alpha inh,GLP1R cytotox,PLK1 PBD block,GLP1R inv ag,IL-2 act,D3 ag,D3 antag,GLP1R ag
OC(COc1ccc(Br)cc1)Cn1ccnc1 (configuration not stated),-4%,-2,14%,-7%,-22%,-0.3,10,2,1%
Cc1ccc(S(=O)(=O)Cc2ccc(C(=O)NCCCN3CCCC3=O)o2)cc1,0%,0,0%,-10%,-1%,-0.2,2,-30,0%
O=C(CCNS(=O)(=O)c1ccccc1C(F)(F)F)N1CCN(c2ccccc2O)CC1,-6%,1,10%,1%,u,-0.5,4,22,-15%
C=CCN(c1ccccc1)S(=O)(=O)c1cccc(C(=O)NC2CCC(O)CC2)c1 (configuration not stated),-3%,-5,-15%,-7%,u,0.5,-4,u,8%
CCOc1ccc(NC(=O)CCC(=O)Nc2nnc(CC)s2)cc1,-2%,2,-4%,-10%,7%,1.3,2,7,-1%

# Remaining list, next part.
SMILES,WRN inhibitor,PI5P4K alpha inh,GLP1R cytotox,PLK1 PBD block,GLP1R inv ag,IL-2 act,D3 ag,D3 antag,GLP1R ag
O=C(N/N=C/c1ccc(Cl)c([N+](=O)[O-])c1)c1cnccn1,-33%[57.1 µM],-3,-7%,-10%,18%,2.3,5,-8,-6%
O=C(CCS(=O)(=O)c1cccs1)Nc1ccc(C(=O)NCc2ccccc2)cc1,0%,2,-9%,-13%,12%,-0.9,-10,-17,0%
COC(=O)[C@H]1Cc2cnoc2C[C@]1(C)C(=O)O,8%,2,1%,-1%,2%,-0.9,3,7,3%
CC1C(=O)O[C@@H]2C[C@@H](C)[C@@H]3CCC(=O)[C@@]3(C)[C@@H](O)[C@H]12 (some centres not stated),4%,0,1%,-3%,23%,0.5,7,u,2%
CCOC(=O)COc1ccc2nsnc2c1,5%,-7,7%,-4%,8%,0.6,0,14,1%
CC(C)CNC(=S)N(CCO)Cc1cc2cc3c(cc2[nH]c1=O)OCO3,-4%,-1,-13%,-3%,3%,0.8,0,17,3%
CCN(CC)CCNc1nc2ccccc2n1C,2%,4,-17%,-16%,-1%,2.7,1,-18,-6%

# Rows were taken by chance (roughly 7.8% active in at least one column).
